Assay outcomes deposited in PubChem BioAssay by several laboratories.
Dynein cargo inh: inhibitors of GR-EGFP nuclear translocation, primary screen, dynein cargo transport inhibitor project, imaging, high-content, 3617.4 mouse cells; 0.47% of 220,000 active; test concentration mostly 20 µM; stimulated with dexamethasone, 1 µM; hits give low values; AID 1381, 2008; z-score, hits read low;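 active means plate z-score of nuclear minus cytoplasmic receptor signal below a set negative limit, without overly bright fluorescence or cell loss, cut at about -3.5 in these data, passing the limit was not always enough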;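 further: z-score of nuclear minus cytoplasmic ring GR-EGFP intensity difference per well; some compounds called inactive have numbers as strong as hits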
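Schedule: 48 h induction, then 1 h compound, then 30 min agonist, 37 °C. Buffer or medium: tetracycline-free induction medium containing charcoal-stripped FBS. Reagent: 1.0 µM final dexamethasone stimulus. Evaluation: nuclear versus cytoplasmic GR-EGFP signal, averaged per well. Signal: high-content fluorescence imaging after fixation.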
Insulin prom up: insulin promoter activators in MIN6 cells, imaging, high-content screening, mouse beta cells | MIN6 insulin promoter-GFP reporter; hits give high values | AID 1625, 2009 | z-score at 5 µM | 0.3% of 190,000 active;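 active means z-score above 3 at 5 µM with at least 500 cells counted in the well; inconclusive means wells under 500 cells, flagged as cytotoxic or low count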
PMI inhibitors: inhibitors of human PMI, primary screen, biochemical, fluorescence intensity, coupled assay (AID 1209). inhibition, % at 20 µM, or IC50 in µM where a hit was titrated. purified PMI enzyme, coupled fluorescence intensity; higher % means a stronger effect. 0.42% of 190,000 active; in the data active means inhibition above about 50%;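 further: plate controls were DMSO vehicle for no effect and wells lacking substrate for full effect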
MT stabilizer: microtubule stabilizers in HeLa cells, primary screen, imaging, high-content imaging. % tubulin-high responders, % at 10 µM. AID 2205, 2009. HeLa tubulin immunostaining HCS, 24 h; share of cells brighter than vehicle mean+2SD. 0.83% of 200,000 active;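 active means plate Z-score above 3 for both tubulin-high and condensed-nucleus cell shares, with cell loss under 80%, at 10 µM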;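 further: anti alpha tubulin signal scored within the nucleus-defined area of each cell; some results filed as inactive read as strong as hits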
bCat nuc transl: modulators of beta-catenin nuclear translocation, primary screen, imaging, HeLa cells, immunofluorescence, high-content. nuclear translocation activity, % at 5 µM. 0.3% of 190,000 active. AID 1665, 2009;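 active means nuclear translocation activity above 50% at 5 µM, with a well cell count of 50 or more; inconclusive means wells under 50 cells across six images, flagged as toxic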;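 further: per-cell ratio of nuclear to cytoplasmic median beta-catenin stain intensity; plate controls were DMSO negative control for no effect and GSK-3 inhibitor IX positive control for full effect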
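System: HeLa cells, endogenous beta-catenin; compound dosing: 5 µM primary single dose, 0.1% DMSO, 0.02–20 µM confirmation series; incubation: 24 h compound exposure at 37°C, 5% CO2; signal: beta-catenin immunofluorescence imaging with DAPI; evaluation: % activation, nuclear-to-cytoplasmic median beta-catenin signal ratio per cell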
T cell HTS: modulators of CD8 T cell-vesicle binding, primary screen, mouse 2C CD8+ T cells, flow cytometry; 2C CD8+ T cell-vesicle binding; hits give low values; calls only at 7 µM; 0.068% of 330,000 active; AID 2052, 2009;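 active means response, share of CD8 T cells binding vesicles, and their 90th percentile fluorescence all below set limits, cut at about 80% in these data, passing the limit was not always enough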
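Material: 2C TCR transgenic mouse naive CD8+ T cells, MACS-purified. Also added: QL9-charged Drosophila Ld/ICAM-1/B7-1 vesicles. Timing: binding 1.5 h at 37 °C. Measured by: high-throughput flow cytometry with anti-B7-1 and anti-CD8 staining. Read-out: percent CD8+ FL2 mean versus row control. Controls: Unloaded micro-vesicles (low), QL9 vesicles with 0.7% DMSO (high).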
Myeloid diff 2: induction of myeloid progenitor differentiation, primary screen, cell-based, flow cytometry, MLPCN library; ER-HoxA9 myeloid progenitors, lysozyme-GFP differentiation; calls only at 10 µM; 1% of 360,000 active; AID 624256, 2012;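 active means normalized GFP-positive differentiation at or above the plate's own cutoff, the solvent-only control mean plus 3 SD; inconclusive means no clear call, values can overlap the other calls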;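 further: cells exposed to compound for four days before flow analysis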
TNAP activators: human TNAP enzyme activators, primary screen, biochemical, luminescent, no phosphate acceptor, uHTS (AID 1001) | Alkaline phosphatase, tissue-nonspecific isozyme (Homo sapiens) | purified TNAP, luminescent activation assay, no phosphate acceptor; higher activation fold means a stronger effect | activation fold at 20 µM; hits with a dose series show EC50 in µM | 0.03% of 200,000 active; in the data active means activation fold from about 3, or a potency from the dose series; inactive means the rest, 99 in 100 with activation fold below about 1.6; further: many of its hits are not listed in these tables
Lipid droplet: inhibitors of hepatocyte lipid droplet formation, primary screen, imaging, high-throughput imaging, BODIPY stain; AML12 mouse hepatocytes, oleate lipid droplets; AID 1656, 2009; 0.4% of 240,000 active; inhibition, % at 6.5 µM;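 active means lipid droplet intensity inhibited by at least 50%, with more than 500 cells counted; inconclusive means wells with under 300 cells, treated as cytotoxic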
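Material – AML12 mouse liver cells · Also added – oleate loading, 100 µM · Compound dosing – 6.5 µM single-point dosing · Times – overnight treatment with compound plus oleate · Measured by – fluorescence imaging, 20x objective, two fields per well · Read-out – percent inhibition of filter-corrected integrated lipid droplet intensity per well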
Dynein cargo inh cytoplasmic EGFP: also measured in Dynein cargo inh; calls as there; z-score; measured here: cytoplasmic GR-EGFP intensity; hits give high values
Dynein cargo inh nuclear GR-EGFP: second read-out of Dynein cargo inh, no call of its own (marks repeat the call); z-score; measured here: nuclear GR-EGFP intensity;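 lower value marks the stronger effect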
Dynein cargo inh cell count: further read-out of Dynein cargo inh, marked with its call; z-score; measured here: cell count per field
Insulin prom up cell count: recorded beside Insulin prom up, whose call it bears; cell count; measured here: cytotoxicity, nuclei count;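 total cells summed across four imaged fields per well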
Lipid droplet cells 6.5 µM: also measured in Lipid droplet; calls as there; cell count; measured here: cell count, cytotoxicity flag;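 cells counted across two imaged fields per well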
bCat nuc transl cell count 5 µM: recorded beside bCat nuc transl, whose call it bears; cell count; measured here: cell count, cytotoxicity flag
T cell HTS vesicle-bound %: also measured in T cell HTS; calls as there; double positive events, %; measured here: CD8+ vesicle-bound cell fraction;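 binding gate set so that unloaded-vesicle control wells show 10% double positive cells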
MT stabilizer Hoechst-high %: second read-out of MT stabilizer, no call of its own (marks repeat the call); % Hoechst-high responders; measured here: nuclear condensation Hoechst responders;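 share of cells brighter than vehicle mean plus two SD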
MT stabilizer cytotoxicity %: also measured in MT stabilizer; calls as there; toxicity, %; measured here: cytotoxicity by cell density;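 0% = mean cell density of plate MIN control wells and 100% = no cells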
Myeloid diff 2 GFP+ MAC1+ %: recorded beside Myeloid diff 2, whose call it bears; GFP+ MAC1+ double positive, %; measured here: differentiation confirmed by MAC1 staining
The depositor's hits bear a star; i = inactive; u = inconclusive; x = not tested or not shown; + = active, no number; & = joins results of further samples. Hits appear at their usual frequency. About 3% of those tested had a hit in this group.

SMILES	Dynein cargo inh	Dynein cargo inh cytoplasmic EGFP	Dynein cargo inh nuclear GR-EGFP	Dynein cargo inh cell count	Insulin prom up	Insulin prom up cell count	PMI inhibitors	MT stabilizer	MT stabilizer Hoechst-high %	MT stabilizer cytotoxicity %	bCat nuc transl	bCat nuc transl cell count 5 µM	T cell HTS	T cell HTS vesicle-bound %	Myeloid diff 2	Myeloid diff 2 GFP+ MAC1+ %	TNAP activators	Lipid droplet	Lipid droplet cells 6.5 µM
Cc1cc([N+](=O)[O-])cc2c1NC(=O)C2(O)N1CCOCC1 (stereo not drawn)	-0.56	-0.3	-0.29	-0.28	-0.64	1266	-8%	2.7	2.4	6.8	-1.2	1127	i	61	i	0.3	1	3	678
COc1ccc(CC(=O)N2N=C(C)CC2(O)c2cccnc2)cc1OC (stereo not drawn)	0.031	0.092	0.27	-0.17	0.71	1292	17%	2.3	3.1	11	0.2	961	i	15	i	0.7	1.1	-7	452
C/C(CCC(C)C)=N\NC(=O)COc1ccccc1-c1ccccc1	0.046	0.022	0.15	0.19	-1.1	1026	-19%	14	5.5	18	-3.5	1050	x	x	i	0.4	1.1	-3	675
CCCCNC(=S)NC(C)(C)CO	-0.94	-0.2	-0.11	0.27	-0.21	1459	5%	4.6	2.7	9.0	-4.6	1061	i	54	i	1.1	1.1	3	720
CNC(=O)/C(=N\O)c1ccccc1	0.026	-0.24	0.25	0.91	0.03	1204	3%	5.6	2.5	9.4	-1.4	846	x	x	x	x	1.1	x	x
CN1CCN(NC(=O)c2cc([N+](=O)[O-])cc([N+](=O)[O-])c2)CC1	-0.086	-0.2	0.38	0.2	1.2	1581	-2%	2.6	1.7	4.3	1.1	1383	i	41	i	6.5	1	x	x
CC(C)[C@H](NC(=O)c1ccccc1)C(=O)OCC(=O)c1ccc2c(c1)NC(=O)CO2	-1.9	0.25	-0.22	-0.38	x	x	6%	1.5	1.3	2.6	-1.5	1055	i	19	i	1.1	1	-6	736
Cc1cccc(NC(=O)c2cc3cc([N+](=O)[O-])ccc3s2)n1	0.89	-0.26	0.58	-0.072	-0.09	1058	-23%	2.7	2.3	4.7	0.0	1068	i	15	i	0.5	1.1	-10	745
CCCCN1C(=O)C(O)(CC(=O)c2ccccn2)c2ccccc21 (stereo not drawn)	-0.3	-0.21	-0.18	-0.036	0.61	1528	-1%	3.1	1.1	0.4	2.5	1124	i	57	i	0.4	1.1	-13	732
O=C(/C=C/c1ccc(S(=O)(=O)N2CCOCC2)cc1)NC(=S)Nc1ccc(N2CCOCC2)cc1	-1.2	-0.27	-0.72	1.4	x	x	16%	3.9	3.5	1.1	-1.7	971	i	54	i	1.1	1.1	-25	618
N#Cc1c(CSCC(=O)O)cc(=O)n2c1[nH]c1ccccc12	-0.077	-0.25	-0.14	0.31	-0.78	1432	x	x	x	x	-2.1	1205	i	11	i	0.4	x	-5	712
COC(c1ccccc1)c1nnc(CCC(=O)N(C)C(C2CC2)C2CC2)o1 (stereo not drawn)	1.1	-0.24	0.33	-1.5	0.05	1520	4%	5.8	3.7	8.0	-2.1	1075	i	63	i	0.3	1.1	-1	701
O=C(CSc1nc2ccccc2c(=O)[nH]1)c1ccc(O)cc1O	1.6	-0.4	0.57	-0.31	1.3	1650	-6%	3.9	1.1	0.1	-0.2	1054	x	x	i	1.1	1.1	-7	676
CN(C)c1ccc(/C(=N\O)c2ccccc2)cc1	-1.2	0.055	-0.4	0.58	0.04	1166	7%	4.0	1.9	7.3	-0.2	1071	i	38	i	5.0	1.1	19	476
CCC(=O)c1ccc(N2CCN(C(=O)c3ccccc3F)CC2)c(F)c1	-0.44	-0.33	-0.16	0.86	1.9	1153	6%	7.0	1.8	7.0	-0.5	1142	i	48	i	0.4	1	28	778
CC1(C)SC2C(NC(=O)COc3ccccc3)C(=O)N2C1C(=O)O (stereo not drawn)	0.7	-0.2	0.25	-0.26	0.36	1454	0%	1.7	1.6	1.1	-1.2	1062	i	40&20	u	0.4	1	-9	700
CC1CN(C(=O)/C=C/c2cccc([N+](=O)[O-])c2)CC(C)O1 (stereo not drawn)	0.091	-0.23	-0.26	0.5	x	x	x	3.8	1.2	5.4	x	x	i	18	i	0.7	x	x	x
CC(=O)c1cc(CN2CCC(N3CCC(C(=O)NC(C)C)CC3)CC2)cs1	-1.1	-0.16	-0.6	-0.5	x	x	2%	2.6	2.5	7.2	0.7	933	i	62	i	0.3	1.1	8	751
Cc1cc(C(=O)CN2C(=O)NC(C)(CC(C)C)C2=O)c(C)n1-c1ccc2c(c1)OCO2 (stereo not drawn)	0.44	-0.25	0.14	-0.33	0.59	1494	14%	2.9	2.7	12	-0.5	1107	i	29	i	0.6	1.1	-3	511
Cc1c(NC(=S)NNC(=O)CCC(=O)O)c(=O)n(-c2ccccc2)n1C	-0.46	-0.78	-0.56	0.00066	-0.67	1067	x	x	x	x	-0.8	1329	i	8	i	0.3	x	4	705
O=[N+]([O-])c1ccc(N/N=C/c2cn(-c3ccccc3)nc2-c2ccccc2)cc1	-2.7	7.9	-0.17	0.32	x	x	-4%	4.1	2.1	3.3	x	x	i	10	+	13*	0.8	x	x
COC(=O)c1oc2ccccc2c1NC(=O)c1ccccc1O	0.39	-0.27	0.7	-0.28	-0.27	1390	12%	3.1	2.5	3.0	0.5	1530	i	40	i	0.1	1	-2	736
O=C1C2C(C(=O)N1Cc1ccco1)C1C=CC2C12CC2 (stereo not drawn)	0.25	-0.26	0.31	1.1	0.9	1312	16%	1.2	1.5	30	x	x	i	3	i	10	1	10	730
Cc1cccc(NCc2ccccc2O)c1C	-2	0.41	-0.55	0.79	0.66	1899	29%	4.0	2.8	9.2	-1.2	1058	i	58	i	1.1	1.1	4	701
CC1CCCN(CC(O)COc2ccc(Cl)cc2)C1 (stereo not drawn)	0.034	-0.2	0.3	1.2	0.21	1249	3%	7.9	3.7	11	-2.0	1475	i	48	i	7.7	1.1	x	x
O=C(Nc1ccc2c(c1)OCO2)c1ccc2c(c1)OCO2	0.21	-0.3	0.13	4	u	x	13%	2.0	1.8	4.9	-0.3	577	i	46	i	0.0	1	1	652
N#CC(C#N)=C1C=CC=CN1/C(=C\c1ccccc1Cl)C(=O)c1ccccc1	-4.1*	2.6*	-1.7*	0.74*	-0.32	1027	8%	4.5	2.6	4.5	4.6	523	i	40	i	0.6	1	-33	729
O=C(CNC(=O)c1cccc(F)c1)N/N=C/c1ccc([N+](=O)[O-])s1	0.27	-0.27	0.12	-0.057	x	x	9%	2.2	2.3	3.5	-0.2	501	i	57	i	0.3	1	0	730
COc1ccc(C(=O)N/N=C(\Cc2ncc[nH]2)c2ccccc2)cc1	0.0029	-0.19	0.057	0.44	-0.75	1270	2%	3.8	2.3	1.4	0.8	1066	i	58	x	x	1	10	709
Cc1noc(C)c1COC(=O)Cc1ccc(Cl)c(Cl)c1	-0.47	-0.22	-0.23	1	-0.47	1205	6%	2.4	1.8	7.1	-3.8	950	i	62	i	0.2	1.1	x	x
C/C(=N\O)c1ccc2[nH]ccc2c1	-0.23	-0.33	0.21	0.32	x	x	3%	7.9	3.7	2.3	x	x	i	40	i	0.7	1.1	x	x
OC[C@H]1O[C@@H](n2cnc3c(NC4CCCC4)ncnc32)[C@H](O)[C@@H]1O	-1	-0.26	0.031	0.6	x	x	-5%	2.1	2.7	9.9	x	x	i	24	i	2.3	1.1	-5	708
O=S(=O)(c1ccc(N2CCC(c3ccc(Cl)cc3)=N2)cc1)N(CCO)CCO	0.067	-0.32	0.29	0.81	0.34	891	-6%	1.8	1.6	6.0	-1.5	1094	i	39	i	0.6	1.5	-2	796
O=C1OCC2=C1C(c1ccccc1)CC(=O)N2c1ccc(F)cc1 (stereo not drawn)	-0.79	0.31	-0.33	0.83	-0.28	1367	-6%	3.7	1.9	2.3	-1.6	1111	i	40	i	0.3	1.1	30	744
